SENP8 block-1 = blocks human SENP8 cleavage of Nedd8 substrate; Q96LD8; recombinant SENP8, Nedd8 substrate fluorescence; inhibition, % at 20 µM; 360,000 tested, 0.64% active; AID 602440; in the data active means inhibition mostly above about 40%, no sharp cut-off; inactive means mostly below about 27%
Target sequence (Q96LD8 whole entry, looked up): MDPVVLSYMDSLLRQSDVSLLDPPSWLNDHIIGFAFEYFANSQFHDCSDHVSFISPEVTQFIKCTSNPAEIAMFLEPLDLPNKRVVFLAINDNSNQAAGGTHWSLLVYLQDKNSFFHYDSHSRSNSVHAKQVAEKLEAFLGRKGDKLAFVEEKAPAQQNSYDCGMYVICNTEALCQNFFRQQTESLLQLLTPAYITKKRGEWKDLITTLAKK
SENP1 FRET inh = inhibitors of human SENP1 SUMO protease catalytic domain; recombinant SENP1 catalytic domain, CyPet-SUMO1-YPet FRET cleavage; inhibition, % at 10 µM; 360,000 tested, 0.21% active; AID 624204;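 active means inhibition at least 30% at 10 µM, raw YFP signal under a set limit, fluorescence ratio 0.5 to 1.5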;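 further: 0% = enzyme with DMSO and 100% = no enzyme wells; some results filed as inactive read as strong as hits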
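System: Recombinant human SENP1 catalytic domain, His6-tagged | Incubation: Enzyme reaction for 50 min at room temperature, dark | Medium: Tris pH 8 with BME, BSA, NP40 and catalase | Also added: 25 nM SUMO1 FRET substrate | Compound: 10 µM single point, 0.5% DMSO | Measured by: FRET fluorescence in CFP and YFP emission channels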
SENP7 block = SENP7 protease inhibition. inhibition, % at 5 µM. Q9BQF6. 330,000 tested, 1.5% active. AID 434973. recombinant SENP7, Z-RLRGG-aminoluciferin luminescence, 40 min;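 active means inhibition above about 50% at the single test dose, limit read from the data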;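 further: plate controls were DMSO with enzyme for no effect and no enzyme buffer wells for full effect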
Target sequence (Q9BQF6 706-1050 limits assumed): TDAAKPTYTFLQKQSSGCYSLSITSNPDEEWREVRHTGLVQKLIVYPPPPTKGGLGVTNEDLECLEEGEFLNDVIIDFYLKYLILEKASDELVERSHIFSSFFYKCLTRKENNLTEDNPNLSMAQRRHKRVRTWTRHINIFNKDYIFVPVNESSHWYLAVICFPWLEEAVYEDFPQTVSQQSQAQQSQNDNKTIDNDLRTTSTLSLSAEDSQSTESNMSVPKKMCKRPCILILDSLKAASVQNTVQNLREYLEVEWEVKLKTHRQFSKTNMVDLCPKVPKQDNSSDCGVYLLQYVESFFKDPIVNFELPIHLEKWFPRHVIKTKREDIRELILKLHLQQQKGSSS
HKDC1 inhibitor = blocks human hexokinase HKDC1 activity; Q2TB90; recombinant HKDC1, G6PDH/diaphorase resazurin coupled fluorescence; inhibition, % at 20 µM; 340,000 tested, 0.16% active;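 active means inhibition above about 35% when tested at 20 µM, limit read from the data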;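 further: plate controls were DMSO wells with enzyme for no effect and DMSO wells lacking enzyme for full effect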
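Material – in-house recombinant HK5 (HKDC1) enzyme · Quantity – HKDC1 at 5 µg/mL · Buffer or medium – pH 8.0 Tris buffer with 10 mM MgCl2 · Reagent – glucose with 1 mM ATP · Dosing – single 20 µM dose · Times – reaction time 90 min, room temperature, protected from light · Technique – resorufin fluorescence at 613 nm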
SENP6 inh = SENP6 protease inhibition | Recombinant SENP6 catalytic domain, aminoluciferin luminescence | inhibition, % at 10 µM | 330,000 tested, 1.8% active | AID 2599;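 active means inhibition above about 50% at the single tested dose, limit read from the data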;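 further: plate controls were DMSO wells with enzyme for no effect and DMSO wells lacking enzyme for full effect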
Target sequence (Q9GZR1 628-1112 limits assumed): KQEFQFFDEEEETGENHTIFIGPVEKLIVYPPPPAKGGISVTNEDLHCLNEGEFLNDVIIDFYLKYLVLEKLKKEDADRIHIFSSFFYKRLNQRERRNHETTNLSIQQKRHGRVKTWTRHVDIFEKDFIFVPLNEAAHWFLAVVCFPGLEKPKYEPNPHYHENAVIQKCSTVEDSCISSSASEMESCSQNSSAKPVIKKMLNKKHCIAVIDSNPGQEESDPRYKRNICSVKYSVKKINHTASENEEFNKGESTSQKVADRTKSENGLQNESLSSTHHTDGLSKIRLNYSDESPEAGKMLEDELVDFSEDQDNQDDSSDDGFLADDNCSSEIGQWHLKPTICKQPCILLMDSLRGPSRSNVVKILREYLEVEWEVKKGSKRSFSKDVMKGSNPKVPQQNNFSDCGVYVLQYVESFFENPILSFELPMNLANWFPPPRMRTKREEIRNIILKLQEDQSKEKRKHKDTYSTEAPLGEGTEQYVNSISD
PfGluPho inh = PfG6PD (Plasmodium falciparum) enzyme inhibition; inhibition, % at 20 µM; AID 504690; 350,000 tested, 0.78% active; PfGluPho enzyme, NADPH resazurin-diaphorase fluorescence;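 active means inhibition reaching at least a set limit at 20 µM in the primary screen, cut at about 59% in these data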;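 further: 0% = DMSO wells with substrate and 100% = DMSO wells lacking glucose-6-phosphate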
Apaf-1 inh = blocks human Apaf-1 apoptosome activity; O14727; reconstituted apoptosome caspase-3 activity, DEVD-Rh110 fluorescence; inhibition, % at 20 µM; 330,000 tested, 0.71% active; AID 489030; active means inhibition of at least 40% at 20 µM;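 further: plate controls were DMSO wells for no effect and DEVD-CHO caspase inhibitor wells for full effect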
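Medium: Hepes buffer, pH 7.5 / System: biochemical Apaf-1 apoptosome reconstitution / Measured by: Rh110 fluorescence, excitation 480 nm, emission 540 nm / Times: compound with Apaf-1, dATP, procaspase-3 30 min, then 50 min reaction, room temperature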
SENP8 block-2 = SENP8 protease inhibition. Q96LD8. purified SENP8, Z-RLRGG-aminoluciferin cleavage, luminescence. inhibition, % at 10 µM. 330,000 tested, 1.2% active. AID 2540; in the data active means inhibition above about 50%
* = called active by the depositor.

Results for O=C(CSc1nnc(Nc2ccccc2)s1)NCc1cccs1 ?
SENP8 block-1: 28; SENP1 FRET inh: -2; SENP7 block: -1; HKDC1 inhibitor: -3; SENP6 inh: -18; PfGluPho inh: -2; Apaf-1 inh: 17; SENP8 block-2: -11

Results for NC(N)=NS(=O)(=O)c1ccc(N/C=C/C(=O)c2ccc(Cl)c(Cl)c2)cc1 ?
SENP8 block-1: -282; SENP1 FRET inh: -23; SENP7 block: 9; HKDC1 inhibitor: 6; SENP6 inh: 10; PfGluPho inh: -4; Apaf-1 inh: 10; SENP8 block-2: 6

Results for Cc1cc(NC(=O)Cc2cccs2)no1 ?
SENP8 block-1: -4; SENP1 FRET inh: -6; SENP7 block: -5; HKDC1 inhibitor: 8; SENP6 inh: 5; PfGluPho inh: 0; Apaf-1 inh: 12; SENP8 block-2: -5

What do the screens show for `Cc1ccc(NC(=O)CNCCCN2CCOCC2)cc1S(=O)(=O)N1CCCCC1`?
SENP8 block-1: 24; SENP1 FRET inh: 2; SENP7 block: -2; HKDC1 inhibitor: -8; SENP6 inh: 6; PfGluPho inh: -21; Apaf-1 inh: -5; SENP8 block-2: 1

How did CCOc1ccc(NC(=O)CN(C)C(=O)c2c(C)nn(-c3ccccc3)c2Cl)cc1OCC do in these assays?
SENP8 block-1: 5; SENP1 FRET inh: 0; SENP7 block: -4; HKDC1 inhibitor: -2; SENP6 inh: -3; PfGluPho inh: -6; Apaf-1 inh: 4; SENP8 block-2: 7

What do the screens show for `CC(=O)c1ccc(N2CCN(S(=O)(=O)c3ccccc3)CC2)c(F)c1`?
SENP8 block-1: -1; SENP1 FRET inh: 3; SENP7 block: -4; HKDC1 inhibitor: -8; SENP6 inh: -20; PfGluPho inh: -17; Apaf-1 inh: 8; SENP8 block-2: -9

What do the screens show for `CSc1ccc(CCNC(=O)c2nn(C)c3c2CS(=O)(=O)c2ccccc2-3)cc1`?
SENP8 block-1: 8; SENP1 FRET inh: 2; SENP7 block: 7; HKDC1 inhibitor: -6; SENP6 inh: 0; PfGluPho inh: -10; Apaf-1 inh: 16; SENP8 block-2: 0

How did O=C(N1CCCCC1)N1CCN(S(=O)(=O)c2ccc(Cl)cc2)CC1 do in these assays?
SENP8 block-1: 7; SENP1 FRET inh: 1; SENP7 block: -13; HKDC1 inhibitor: -8; SENP6 inh: -2; PfGluPho inh: -17; Apaf-1 inh: 3; SENP8 block-2: -10

How did CCOC(=O)C(C)Sc1nnc(Cc2cc(=O)[nH]c(=O)[nH]2)n1-c1ccc(OCC)cc1 (stereo not drawn) do in these assays?
SENP8 block-1: -10; SENP1 FRET inh: 1; SENP7 block: -11; HKDC1 inhibitor: -6; SENP6 inh: -6; PfGluPho inh: 5; Apaf-1 inh: 2; SENP8 block-2: -7

What do the screens show for `Cn1c(NC(=O)c2ccc(F)cc2)c(-c2cccs2)c(=O)c2ccccc21`?
SENP8 block-1: -34; SENP1 FRET inh: -14; SENP7 block: 5; HKDC1 inhibitor: -2; SENP6 inh: -1; PfGluPho inh: 1; Apaf-1 inh: -25; SENP8 block-2: -1

How did CCn1c(=NC(=O)c2cccc(N3C(=O)CCC3=O)c2)sc2c(OC)ccc(OC)c21 do in these assays?
SENP8 block-1: -360; SENP1 FRET inh: 4; SENP7 block: -15; HKDC1 inhibitor: -2; SENP6 inh: -2; PfGluPho inh: 4; Apaf-1 inh: 25; SENP8 block-2: -7

What do the screens show for `Nc1nc2ccc(Cl)cc2[nH]1`?
SENP8 block-1: 4; SENP1 FRET inh: 2; HKDC1 inhibitor: 0; PfGluPho inh: 19

The closing 2 compounds of the part above lead into the next.
How did CCn1c(=NC(=O)c2cccc(N3C(=O)CCC3=O)c2)sc2c(OC)ccc(OC)c21 do in these assays?
SENP8 block-1: -360; SENP1 FRET inh: 4; SENP7 block: -15; HKDC1 inhibitor: -2; SENP6 inh: -2; PfGluPho inh: 4; Apaf-1 inh: 25; SENP8 block-2: -7

What do the screens show for `Nc1nc2ccc(Cl)cc2[nH]1`?
SENP8 block-1: 4; SENP1 FRET inh: 2; HKDC1 inhibitor: 0; PfGluPho inh: 19

How did CCOC(=O)c1nnn(-c2nonc2N)c1CN(C)Cc1ccccc1 do in these assays?
SENP8 block-1: 20; SENP1 FRET inh: 2; SENP7 block: -6; HKDC1 inhibitor: 6; SENP6 inh: -2; PfGluPho inh: -9; Apaf-1 inh: -1; SENP8 block-2: 1

How did c1ccc2nc(-c3nc4ccccc4o3)ccc2c1 do in these assays?
SENP8 block-1: -296; SENP1 FRET inh: 8; SENP7 block: 100*; HKDC1 inhibitor: -1; SENP6 inh: 98*; PfGluPho inh: 20; Apaf-1 inh: 4; SENP8 block-2: 97*

How did CCc1ccc(-c2cc(C)no2)cc1S(=O)(=O)Nc1cc(C)on1 do in these assays?
SENP8 block-1: 10; SENP1 FRET inh: 0; SENP7 block: 0; HKDC1 inhibitor: -4; SENP6 inh: 14; PfGluPho inh: 2; Apaf-1 inh: 4; SENP8 block-2: 7

Results for COC(=O)c1c(NC(=O)CN2C(=O)c3ccccc3C2=O)sc(Cc2ccc3c(c2)OCO3)c1C ?
SENP8 block-1: -1; SENP1 FRET inh: -3; SENP7 block: 0; HKDC1 inhibitor: -10; SENP6 inh: -18; PfGluPho inh: 18; Apaf-1 inh: 8; SENP8 block-2: -5

How did COc1ccc(S(=O)(=O)N2CCN(C(=O)c3cc(C)nc4ccccc34)CC2)cc1OC do in these assays?
SENP8 block-1: -1; SENP1 FRET inh: 0; SENP7 block: -5; HKDC1 inhibitor: -2; SENP6 inh: -2; PfGluPho inh: -4; Apaf-1 inh: -2; SENP8 block-2: -4

Results for Clc1ccc(Cl)c(OCCCCN2CCNCC2)c1 ?
SENP8 block-1: 6; SENP1 FRET inh: 0; SENP7 block: -2; HKDC1 inhibitor: 5; SENP6 inh: -4; PfGluPho inh: -23; Apaf-1 inh: -1; SENP8 block-2: 10

How did CCC(C)c1ccc(NC(=S)NCc2ccccn2)cc1 (stereo not drawn) do in these assays?
SENP8 block-1: -7; SENP1 FRET inh: 0; SENP7 block: -7; HKDC1 inhibitor: 2; SENP6 inh: -15; PfGluPho inh: -4; Apaf-1 inh: 14; SENP8 block-2: -12

What do the screens show for `CC(=O)N1CCN(C(=O)CSc2ncnc3sc(C)c(C)c23)CC1`?
SENP8 block-1: -6; SENP1 FRET inh: 0; SENP7 block: 6; HKDC1 inhibitor: -2; SENP6 inh: -5; PfGluPho inh: 33; Apaf-1 inh: 2; SENP8 block-2: 4

What do the screens show for `CC(C)Cc1nc(NCCN2CCOCC2)c(C#N)c2c1COC(C)(C)C2`?
SENP8 block-1: -187; SENP1 FRET inh: -2; SENP7 block: -8; HKDC1 inhibitor: -2; SENP6 inh: 4; PfGluPho inh: -12; Apaf-1 inh: 2; SENP8 block-2: 5

How did COC(=O)c1cc(C(=O)c2ccc(C(C)(C)C)cc2)c[nH]1 do in these assays?
SENP8 block-1: 10; SENP1 FRET inh: 1; SENP7 block: 1; HKDC1 inhibitor: -7; SENP6 inh: 2; PfGluPho inh: 1; Apaf-1 inh: 21; SENP8 block-2: -2

What do the screens show for `O=C(CSc1nnc(COc2ccccc2)o1)N1CCCCC1`?
SENP8 block-1: 17; SENP1 FRET inh: 4; SENP7 block: 6; HKDC1 inhibitor: -3; SENP6 inh: -12; PfGluPho inh: 13; Apaf-1 inh: 13; SENP8 block-2: 5

What do the screens show for `COc1ccc(C(=O)NC(=S)NCc2ccccc2)cc1OC`?
SENP8 block-1: 3; SENP1 FRET inh: 0; SENP7 block: -8; HKDC1 inhibitor: 0; SENP6 inh: -15; PfGluPho inh: 7; Apaf-1 inh: 15; SENP8 block-2: -8

Results for CCN(CC)S(=O)(=O)c1cccc(C(=O)Nc2cccnc2)c1 ?
SENP8 block-1: 6; SENP1 FRET inh: 1; SENP7 block: 16; HKDC1 inhibitor: 12; SENP6 inh: 8; PfGluPho inh: 5; Apaf-1 inh: -1; SENP8 block-2: 4

How did Cc1cc(C)n2c(SCC(=O)NC3CCCCC3C)nnc2n1 (stereo not drawn) do in these assays?
SENP8 block-1: 3; SENP1 FRET inh: 0; SENP7 block: -5; HKDC1 inhibitor: 13; SENP6 inh: -38; PfGluPho inh: -19; Apaf-1 inh: 7; SENP8 block-2: -12

Results for CN(C(=O)CSc1nc2ccc(Cl)cc2[nH]1)C1CCS(=O)(=O)C1 (stereo not drawn) ?
SENP8 block-1: 6; SENP1 FRET inh: 1; SENP7 block: 8; HKDC1 inhibitor: 1; SENP6 inh: -8; PfGluPho inh: -6; Apaf-1 inh: -2; SENP8 block-2: 7

Results for COc1ccc(/C=N/NC(=O)c2c(C)nc3ccc(Br)cn23)cc1OC ?
SENP8 block-1: -137; SENP1 FRET inh: 1; SENP7 block: 3; HKDC1 inhibitor: 0; SENP6 inh: 5; PfGluPho inh: -10; Apaf-1 inh: -16; SENP8 block-2: 2

How did CCN(CC)C(=O)C(=O)c1cccn1-c1cccc(-n2cccc2C(=O)C(=O)N(CC)CC)c1C#N do in these assays?
SENP8 block-1: 18; SENP1 FRET inh: 2; SENP7 block: -4; HKDC1 inhibitor: -4; SENP6 inh: -5; PfGluPho inh: -10; Apaf-1 inh: -5; SENP8 block-2: -3

What do the screens show for `CCc1ccc(Nc2n[n+](-c3ccccc3)c(-c3ccc(N(CC)CC)cc3)s2)cc1`?
SENP8 block-1: -481; SENP1 FRET inh: 12; SENP7 block: 5; HKDC1 inhibitor: 6; SENP6 inh: -16; PfGluPho inh: 25; Apaf-1 inh: 36; SENP8 block-2: -10

What do the screens show for `O=C(Nn1c(O)c(C=C2N=c3ccccc3=N2)sc1=S)c1ccccc1Cl`?
SENP8 block-1: -17; SENP1 FRET inh: -16; SENP7 block: -6; HKDC1 inhibitor: -4; SENP6 inh: -6; PfGluPho inh: 10; Apaf-1 inh: 16; SENP8 block-2: 1

Results for O=C(CN1C(=O)NC2(CCCCC2)C1=O)Nc1ccc(Cl)cc1 ?
SENP8 block-1: 12; SENP1 FRET inh: 2; SENP7 block: -10; HKDC1 inhibitor: 2; SENP6 inh: -9; PfGluPho inh: -15; Apaf-1 inh: 7; SENP8 block-2: -9

How did COc1ccc(OCC(=O)Sc2ccc(C)cc2)cc1 do in these assays?
SENP8 block-1: 15; SENP1 FRET inh: 3; SENP7 block: -2; HKDC1 inhibitor: -3; SENP6 inh: -13; PfGluPho inh: 8; Apaf-1 inh: 4; SENP8 block-2: -1

What do the screens show for `CCn1c(SCC(=O)N2CCCC2)nc2c(c1=O)SCC2`?
SENP8 block-1: 0; SENP1 FRET inh: -3; SENP7 block: 2; HKDC1 inhibitor: -8; SENP6 inh: 8; PfGluPho inh: -3; Apaf-1 inh: 14; SENP8 block-2: 1

How did CCOC(=O)C1=C(COC(=O)c2cccnc2SC)NC(=O)NC1C (stereo not drawn) do in these assays?
SENP8 block-1: 6; SENP1 FRET inh: 1; SENP7 block: 0; HKDC1 inhibitor: -1; SENP6 inh: -11; PfGluPho inh: 3; Apaf-1 inh: -1; SENP8 block-2: 1

What do the screens show for `O=C(NCc1ccccc1)C1COc2ccccc2O1` (stereo not drawn)?
SENP8 block-1: 35; SENP1 FRET inh: 1; SENP7 block: 3; HKDC1 inhibitor: -9; SENP6 inh: 12; PfGluPho inh: -10; Apaf-1 inh: -2; SENP8 block-2: 1

Screening results (PubChem)
